NOD1 NF-kB reporter = inhibition of NOD1-driven NF-kB reporter – cell-based, luminescence, uHTS, primary screen (AID 1578); NOD1-driven NF-kB luciferase reporter cells, luminescence; higher % means a stronger effect; inhibition, % at 4 µM; hits with a dose series show EC50 in µM; hit rate 1% among 290,000; in the data active = inhibition mostly above about 36%, no sharp cut-off; inactive = mostly below about 34%;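 also: HEK-293T reporter cells stimulated with the NOD1 agonist gamma-tri-DAP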
Yfh1-off respiration = mitochondrial function rescue without frataxin homolog – Friedreich's ataxia, plus single-dose screen, dose response (AID 1465) | S. cerevisiae Yfh1-off respiration, WST-1 reduction, 72 h; higher fold induction means a stronger effect | fold induction at 50 µM, or EC50 in µM where a hit was titrated | hit rate 0.074% among 220,000;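 active = fold induction of absorbance versus untreated yeast above a set limit, then at least 30% activation at any dose in follow-up; inconclusive = repeats straddling the limit, or above it without dose testing; inactive = fold induction below the set limit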;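 also: activators that raise dye reduction in frataxin-depleted yeast; strong numbers were not always called active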
Insulin prom up = MIN6 insulin promoter up-regulation. MIN6 insulin promoter-GFP reporter, high-content imaging; hits give high values. z-score at 5 µM. hit rate 0.3% among 190,000;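 active = z-score above 3 at 5 µM with at least 500 cells counted in the well; inconclusive = wells under 500 cells, flagged as cytotoxic or low count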
Autophagy HCS = alters autophagy in cells; calls only at 10 µM (by protocol); hit rate 0.98% among 190,000; MEF GFP-LC3 puncta imaging; test concentration mostly 10 µM;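 active = percentage of spot-positive cells more than 3 SD above its plate mean, without a fluorescence outlier flag or 80% toxicity; inconclusive = no clear call, values can overlap the other calls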;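 also: spot-positive cell cutoff set from DMSO-treated cells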
MT stabilize HCS = microtubule stabilizers in HeLa cells. HeLa tubulin immunostaining HCS, 24 h; share of cells brighter than vehicle mean+2SD. % tubulin-high responders, % at 10 µM. hit rate 0.83% among 200,000;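 active = plate Z-score above 3 for both tubulin-high and condensed-nucleus cell shares, with cell loss under 80%, at 10 µM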;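 also: anti alpha tubulin signal scored within the nucleus-defined area of each cell; some results filed as inactive read as strong as hits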
M17LAP inhibition = P. falciparum M17LAP inhibitors, primary screen, biochemical, fluorogenic H-Leu-NHMec substrate, 1536-well (AID 1619). hit rate 0.38% among 220,000. recombinant M17LAP, H-Leu-NHMec fluorogenic kinetic assay; higher % means a stronger effect. inhibition, % at 30 µM; hits with a dose series show IC50 in µM;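 active = compound inhibiting the enzyme by more than half at any dose during confirmatory dose-response retesting; inconclusive = strong single-dose inhibitors picked by rank but not retested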;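 also: plate controls were full reaction with DMSO carrier for no effect and no enzyme background for full effect; strong numbers were not always called active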
Dynein cargo inh = blocks dynein driven cargo transport along microtubules; z-score, hits read low; hit rate 0.47% among 220,000; 3617.4 mouse cells, GR-EGFP nuclear translocation imaging; test concentration mostly 20 µM; stimulated with dexamethasone, 1 µM; hits give low values;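 active = plate z-score of nuclear minus cytoplasmic receptor signal below a set negative limit, without overly bright fluorescence or cell loss, cut at about -3.5 in these data, passing the limit was not always enough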;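 also: z-score of nuclear minus cytoplasmic ring GR-EGFP intensity difference per well; some compounds called inactive have numbers as strong as hits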
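Buffer or medium: tet-free medium with charcoal-stripped serum / Also added: dexamethasone agonist, 1.0 µM final, for 30 min / Timing: induction 48 h, compound 1 h, agonist 30 min / Measured by: high-content fluorescence imaging after fixation / Read-out: nuclear-to-cytoplasmic GR-EGFP distribution per well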
NOD2 inhibition = inhibition of NOD2-driven NF-kB reporter – cell-based, luminescence, uHTS, HEK293 (AID 1566); HEK293 NOD2/NF-kB luciferase reporter, luminescence; higher % means a stronger effect; inhibition, % at 4 µM; hits with a dose series show EC50 in µM; hit rate 0.63% among 290,000; in the data active = inhibition above about 50%; also: many of its hits are not listed in these tables
b-catenin transl = beta-catenin nuclear translocation modulation | HeLa beta-catenin nuclear translocation, immunofluorescence imaging | nuclear translocation activity, % at 5 µM | hit rate 0.3% among 190,000 | AID 1665;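 active = nuclear translocation activity above 50% at 5 µM, with a well cell count of 50 or more; inconclusive = wells under 50 cells across six images, flagged as toxic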;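 also: per-cell ratio of nuclear to cytoplasmic median beta-catenin stain intensity; plate controls were DMSO negative control for no effect and GSK-3 inhibitor IX positive control for full effect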
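Test system: human HeLa cell line; Doses: 5 µM primary, 0.02–20 µM confirmation; Incubation: 24 h compound exposure, 37°C; Detection: beta-catenin immunofluorescence imaging with DAPI; Read-out: beta-catenin nuclear/cytoplasmic ratio, % activation.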
Dynein cargo inh cytoplasmic EGFP = also measured in Dynein cargo inh; calls as there; z-score; measured here: cytoplasmic GR-EGFP intensity; hits give high values
Dynein cargo inh nuclear GR-EGFP = second read-out of Dynein cargo inh, no call of its own (marks repeat the call); z-score; measured here: nuclear GR-EGFP intensity;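 lower value marks the stronger effect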
Dynein cargo inh cell count = further read-out of Dynein cargo inh, marked with its call; z-score; measured here: cell count per field
Insulin prom up cell count = recorded beside Insulin prom up, whose call it bears; cell count; measured here: cytotoxicity, nuclei count;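 total cells summed across four imaged fields per well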
b-catenin transl cell count 5 µM = recorded beside b-catenin transl, whose call it bears; cell count; measured here: cell count, cytotoxicity flag
MT stabilize HCS Hoechst-high % = recorded beside MT stabilize HCS, whose call it bears; % Hoechst-high responders; measured here: nuclear condensation Hoechst responders;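 share of cells brighter than vehicle mean plus two SD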
MT stabilize HCS cytotoxicity % = also measured in MT stabilize HCS; calls as there; toxicity, %; measured here: cytotoxicity by cell density;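 0% = mean cell density of plate MIN control wells and 100% = no cells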
Autophagy HCS cell loss 18 h = further read-out of Autophagy HCS, marked with its call; toxicity, %; measured here: cell loss, nuclei count;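 cell loss after 18 h compound exposure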
Starred values were filed as active, the others as inactive; i = inactive; u = inconclusive; x = no result given. Some of the compounds tested; count on the stated rates, not on these rows.

SMILES	Dynein cargo inh cytoplasmic EGFP	MT stabilize HCS cytotoxicity %	Autophagy HCS cell loss 18 h	MT stabilize HCS	Dynein cargo inh nuclear GR-EGFP	Insulin prom up cell count	Insulin prom up	M17LAP inhibition	b-catenin transl	Dynein cargo inh	NOD2 inhibition	Yfh1-off respiration	Dynein cargo inh cell count	NOD1 NF-kB reporter	Autophagy HCS	MT stabilize HCS Hoechst-high %	b-catenin transl cell count 5 µM
COc1ccccc1CP(=O)(c1ccccc1)c1ccccc1	-0.29	9.5	14	5.5	0.62	1563	0.03	8%	-0.7	0.69	9%	i	-0.15	-1%	i	1.7	1084
CC1=CN2C(=NC(=O)CC2(C)C(=O)N(CC(=O)NC2CCCC2)c2ccccc2C)C=C1 (stereo not given)	0.18	8.9	-3	3.2	-0.27	1274	0.94	-145%	-1.0	-0.82	5%	i	0.073	-8%	i	2.0	1012
N#Cc1c[nH]n2c(=O)cc(Cc3ccccc3)nc12	-0.23	22	-1	2.6	-0.33	1827	0.03	29%	-1.0	-1.1	10%	i	1.1	-16%	i	1.9	1091
Cc1ccc(S(=O)(=O)N(Cc2ccc(F)cc2)Cc2ccco2)cc1	-0.061	96	-1	6.0	0.027	1130	-2.9	-7%	-1.4	-0.57	-3%	i	1.2	-5%	i	36	1160
O=C(COC(=O)Cc1ccc(Cl)cc1)Nc1ccccc1-c1ccccc1	-0.14	12	11	10	0.47	1477	0.41	-3%	-0.2	0.53	-3%	i	-0.53	-26%	i	1.5	1095
COc1cccc(Cn2c(NCc3ccco3)nc3c2c(=O)n(C)c(=O)n3C)c1	-0.18	3.5	38	3.6	0.95	x	u	-10%	-0.4	0.74	11%	i	-0.61	4%	i	2.1	982
O=C(CCN1CCOCC1)c1ccc2c(c1)OCCO2	1.1	3.6	-11	2.7	-1.8	1293	0.18	-5%	-0.7	-1.1	14%	i	0.82	-31%	i	1.7	1131
CCN(CC)CCN1C(=O)C(=O)/C(=C(/O)c2cnn(-c3ccccc3)c2C)C1c1cccs1 (stereo not given)	-0.22	7.1	20	2.6	-0.3	1350	1	10%	-0.5	-0.54	-58%	i	0.21	-8%	i	1.0	1356
COc1ccc(C(C(=O)NC2CCCC2)N(CC2CCCO2)C(=O)Cn2nnc(-c3ccc(C)o3)n2)cc1 (stereo not given)	-0.29	4.4	10	5.7	0.73	1285	-0.4	0%	-0.4	0.47	15%	i	0.38	-28%	i	2.9	1083
CSCCC(NC(=O)c1ccc(Cl)cc1)C(=O)O (stereo not given)	-0.2	4.3	-6	3.1	0.11	1390	-0.29	3%	0.2	-0.061	1%	i	-0.05	-32%	i	2.5	1103
Cc1ccc2nsnc2c1NC(=O)c1ccccc1[N+](=O)[O-]	-0.29	8.4	1	2.4	-0.61	1325	0.5	18%	-0.6	-0.39	-1%	i	0.64	44%	i	1.7	934
O=C(N/C(=C\c1cccs1)C(=O)N1CCCCCC1)c1ccccc1	-0.17	4.2	-21	1.8	1	1503	-0.12	3%	0.6	0.22	4%	i	0.052	12%	i	1.5	1191
COc1cc(OC)c(OC)cc1CN1CCCC(C(=O)N2CCCCC2)C1 (stereo not given)	-0.028	6.3	5	2.7	0.12	1442	0.11	17%	-2.7	-0.48	9%	i	0.38	-32%	i	1.4	1398
CN1/C(=C\C(=O)COc2ccc3c(c2)OCO3)C(C)(C)c2ccccc21	-0.32	1.5	-8	4.6	-0.69	825	-9.9	5%	x	-1.7	-4%	x	0.44	x	i	2.7	x
Cc1ccc(N2CCN(C3=NC(=O)/C(=C\c4cccs4)S3)CC2)cc1	-0.22	6.8	-14	3.0	-0.57	584	-4.3	-10%	0.7	-0.52	3%	i	0.68	-1%	i	2.5	1083
COc1ccc(C(=O)NCc2ccc3c(c2)OCO3)cc1S(=O)(=O)NCc1ccc(Cl)cc1	-0.24	14	13	2.2	-0.094	x	x	-1%	-0.2	-0.31	-13%	i	0.098	-8%	i	2.3	1144
CCn1c(C)nc2cc(C(=O)NNC(=O)Nc3ccc(Cl)c(Cl)c3)ccc21	-0.29	2.3	15	3.7	-0.059	1419	0.42	-1%	-0.3	-0.013	25%	i	0.85	6%	i	3.2	957
COCCNC(=O)COC(=O)c1[nH]c(C)c(C(C)=O)c1C	-0.49	1.7	-2	1.4	-0.091	857	0.16	-1%	-0.6	0.0048	-4%	i	0.4	7%	i	1.9	1162
Cc1nn(C)cc1CN(C)C(=O)c1cc(-c2ccccc2)nc2ccc(Br)cc12	-0.026	11	5	2.0	-0.44	1088	-0.4	22%	-3.0	-0.79	-11%	i	-0.63	-15%	i	1.4	1185
CCNS(=O)(=O)c1ccc(CCC(=O)NCCC2=CCCCC2)cc1	-0.21	4.1	5	2.7	0.43	1332	-0.69	10%	-3.2	0.62	12%	i	0.08	-20%	i	2.4	563
O=C(CN1CCN(Cc2ccccc2Cl)C1=O)NC1CCCCCC1	0.23	7.2	2	1.5	0.38	851	-0.23	21%	x	0.14	4%	i	0.29	-10%	i	1.4	x
Cc1cc(C)n(C(=O)CN2C(=O)CCC2=O)n1	-0.22	11	-7	2.7	0.87	1168	-0.78	0%	-0.3	0.49	12%	i	-0.16	x	i	1.9	1114
Cc1ccc(C2CC(=O)Nc3c2ccc2ccccc32)cc1[N+](=O)[O-] (stereo not given)	-0.28	4.5	-8	3.5	-0.41	1129	-0.93	17%	-0.8	0.12	4%	i	-0.17	3%	i	4.0	611
CCCCCn1c(CN(C)Cc2ccccc2)nc2c1c(=O)n(C)c(=O)n2C	-0.29	11	3	1.7	-0.15	896	-2.2	-4%	x	-0.62	13%	i	-0.011	17%	i	1.7	x
Cc1cc([N+](=O)[O-])ccc1NC(=O)C(C)[n+]1ccccc1 (stereo not given)	-0.29	2.2	-26	3.6	-0.46	1292	0.58	0%	-0.2	-1	2%	i	0.46	-18%	i	2.0	1074
COc1ccc(/C=C/CN2CCN(Cc3ccc(F)cc3)C(CCO)C2)cc1 (stereo not given)	-0.2	8.9	12	2.0	0.4	1396	0.1	x	0.2	-0.18	0%	i	0.21	-20%	i	1.3	1061
CC(C)Cn1c(SCC(=O)NC2CCCc3ccccc32)nc(O)cc1=O (stereo not given)	-0.12	6.4	3	3.2	0.45	1319	0.76	8%	-5.0	0.78	9%	i	0.12	-20%	i	4.6	1021
COc1cccc(C(CC(=O)NCCN2CCOCC2)NS(=O)(=O)c2ccc(C)cc2)c1OC (stereo not given)	-0.32	6.9	3	5.3	-0.31	2031	-0.04	6%	-0.6	-1	4%	i	0.68	-16%	i	3.3	1027
COc1ccc(C2CC(c3ccccc3)Nc3nc(N)nn32)cc1 (stereo not given)	-0.37	2.7	-64	4.2	0.13	1409	-0.53	-6%	3.4	0.45	15%	i	0.054	-2%	i	0.9	1084
COc1ccc(C2CC(c3cccc(C)c3)n3ncnc3N2)cc1 (stereo not given)	0.32	7.0	x	2.9	0.71	1878	-0.14	-9%	-0.1	0.47	15%	i	-0.53	-12%	x	2.5	1123
CC(CCc1ccccc1)NC(=O)C(=O)NCc1ccccc1 (stereo not given)	-0.31	2.1	-13	3.7	-0.49	1335	-0.27	6%	0.6	-0.44	1%	i	1	-20%	i	3.4	957
CCC(C)[C@H](NC(=O)OC(C)(C)C)C(=O)N/N=C/c1ccc2nccnc2c1 (stereo not given in full)	-0.25	3.0	2	3.5	1.3	909	-0.13	3%	-5.8	2.8	-2%	i	-1.3	12%	i	2.3	1282
O=C(NC1CCCC1)c1cc(Cl)ccc1[N+](=O)[O-]	-0.059	9.7	6	4.2	1.1	1362	-0.01	7%	-0.4	1.8	-9%	i	-1.4	-32%	i	2.2	1003
Cc1cc(N/N=C/c2cccc(F)c2)nc(NCc2ccccc2)n1	-0.27	x	x	x	-0.18	901	-0.83	6%	-1.1	-0.15	-2%	i	0.45	-4%	x	x	1265
COc1cc(C(=O)NCC(=O)OCC(=O)N2CCc3ccccc32)cc(OC)c1OC	-0.12	3.1	-5	5.2	-0.2	1013	0.18	7%	-0.6	-0.5	10%	i	0.37	3%	i	3.1	1047
O=C(Nc1ccc(N2CCCCC2)c(C(=O)O)c1)c1ccco1	-0.22	4.7	3	1.6	0.18	1267	0.11	8%	x	-0.21	0%	i	-0.46	-30%	i	2.2	x
CSc1ncccc1C(=O)OCn1nnc2ccccc2c1=O	-0.21	10	17	1.8	0.27	1415	2.1	3%	-1.7	0.21	-1%	i	0.62	-14%	i	2.1	796
